From PubChem
NPY Y1 blocker: blocks the human neuropeptide Y Y1 receptor; HEK293-CNG Y1 cells, membrane potential fluorescence; NPY at EC95, then isoproterenol; inhibition, % at 3.6 µM; P25929; 1% of 200,000 active;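 active = inhibition above the campaign mean inhibition of all tested compounds plus 3 SD, cut at about 20% in these data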;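 note: 0% = DMSO wells given NPY plus isoproterenol and 100% = isoproterenol alone without NPY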
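Material: HEK293 Y1/CNG channel cell line; also added: NPY (25 nM), isoproterenol (1 µM), Ro 20-1724 (25 µM); doses: one concentration, 3.6 µM, in 0.4% DMSO; schedule: compound incubation 1 h at room temperature, readout 45 min post-stimulation; technique: membrane potential fluorescence; measure: fluorescence ratio normalized to % inhibition between controls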
NPY-Y2 PAM-ag: potentiates or activates human NPY-Y2 receptor; P49146; cells expressing NPY-Y2, potentiator/agonist read-out; activation, % at 3.6 µM; 0.45% of 220,000 active; AID 1359; in the data active = activation above about 27%;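 note: cells stimulated with NPY near EC25 plus isoproterenol at EC100; 0% = vehicle plus submaximal agonist and 100% = vehicle plus saturating agonist; some results beyond the cut were filed as inactive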
Target sequence (P49146 whole entry, looked up): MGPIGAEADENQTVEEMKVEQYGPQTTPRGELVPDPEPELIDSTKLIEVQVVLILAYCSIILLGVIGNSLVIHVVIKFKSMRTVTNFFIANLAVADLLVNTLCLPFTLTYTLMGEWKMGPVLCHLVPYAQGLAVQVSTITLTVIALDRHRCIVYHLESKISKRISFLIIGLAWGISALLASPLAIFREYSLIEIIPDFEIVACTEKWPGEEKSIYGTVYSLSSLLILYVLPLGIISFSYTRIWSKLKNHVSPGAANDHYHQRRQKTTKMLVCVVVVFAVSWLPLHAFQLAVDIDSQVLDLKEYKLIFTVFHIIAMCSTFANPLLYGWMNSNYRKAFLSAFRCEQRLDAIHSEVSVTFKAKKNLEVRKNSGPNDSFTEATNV
TRPML3 ag: human mucolipin-3 channel agonism; AID 1448; HEK293 TRPML3-YFP, Fluo-8 calcium fluorescence; 100% = the carbachol control signal; activation, % at 3 µM; 0.29% of 220,000 active; Q8TDD5;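 active = activation above its plate's cutoff, the mean activation of the plate's test wells plus 3 SD, cut at about 12% in these data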;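 note: 0% = DMSO only wells and 100% = carbachol wells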
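Test system – HEK293 line with stable expression of human TRPML3-YFP channel · Control set – carbachol 87 µM final as high control (100%), DMSO as low control (0%) · Signal – Fluo-8 calcium dye fluorescence, ex 470-495, em 515-575 nm · Incubation – 1-h 37 °C dye load, 5-s basal, 120-s post-compound reads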
NPY-Y1 PAM-ag: potentiates or activates human NPY-Y1 receptor. NPY-Y1 expressing cells, potentiator/agonist activation. activation, % at 3.6 µM. 0.37% of 220,000 active; in the data active = activation above about 33%, passing the limit was not always enough;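 note: cells stimulated with NPY at EC10 then isoproterenol at EC100; 0% = low agonist plus stimulus and 100% = saturating agonist plus stimulus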
EP2 mod: EP2 receptor (human) modulation | EP2-expressing cells, cAMP HTRF FRET, PGE2 co-stimulation | induction, % at 25 µM | 0.83% of 260,000 active;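 active = compounds whose cAMP rise, as percent of the full-agonist control response, exceeds 60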;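 note: rat C6 glioma line stably carrying human EP2 under a CMV promoter; the protocol text gives 20 µM as final concentration; 100% = response of wells given 1 µM PGE2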
zfTRPN1 agonist: zebrafish TRPN1 (NompC) channel agonism; HEK293 zebrafish TRPN1-YFP, Fluo-8 calcium fluorescence; 100% = response to 87 µM carbachol; activation, % at 3 µM; 0.18% of 220,000 active; AID 1424;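 active = activation above its plate's cutoff, the mean activation of test wells on that plate plus 3 SD, cut at about 19% in these data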;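 note: 0% = DMSO alone and 100% = 87 µM carbachol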
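Control set: carbachol 87 µM as high control, DMSO as low control; system: HEK293 stable line with zebrafish TRPN1-YFP; read-out: % activation versus carbachol response; detection: intracellular calcium fluorescence with Fluo-8; doses: single test compound dose, 3 µM nominal, 0.3% DMSO; schedule: dye 1 h 37 °C plus 30 min RT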
S1P4 antag: antagonists of human S1P4 receptor | O95977 | S1P4-expressing cells, antagonist mode, reporter read-out | inhibition, % at 4.98 µM | 0.26% of 220,000 active; in the data active = inhibition above about 29%;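 note: 0% = wells stimulated with agonist and 100% = vehicle wells without agonist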
S1P4 agonist: human S1P4 receptor agonism. O95977. S1P4-expressing cell line, agonist reporter assay. activation, % at 4.98 µM. 0.35% of 220,000 active; in the data active = activation above about 11%;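 note: 0% = DMSO vehicle and 100% = reference agonist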
CHOP inhibitor: inhibitors of CHOP induction in ER stress response; CHO-K1 CHOP-promoter luciferase, tunicamycin-induced, 15-18 h; inhibition, % at 10 µM; 3.8% of 220,000 active; AID 2732;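 active = compounds that reduced the stress-induced luciferase reporter signal by more than about 70% of percent inhibition, limit read from the data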;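 note: 0% = tunicamycin plus vehicle and 100% = wells without tunicamycin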
Numbers without * were called inactive; . = not tested or not shown.

SMILES | NPY Y1 blocker | NPY-Y2 PAM-ag | TRPML3 ag | NPY-Y1 PAM-ag | EP2 mod | zfTRPN1 agonist | S1P4 antag | S1P4 agonist | CHOP inhibitor
Cc1ccn2c(C(=O)N/N=C\c3ccc4c(c3)OCO4)c(C)nc2c1 | 5 | -1 | 0.4 | -31 | -20 | -0.1 | -9 | 1.4 | 12
O=C1CC(C(=O)Nc2cc(Cl)ccc2Cl)n2ncnc2N1 (stereo not drawn) | 2 | 4 | 0.4 | 11 | 27 | -0.8 | -4 | 0.6 | -6
Cc1noc(C)c1S(=O)(=O)N(CC(=O)Nc1ccc2c(c1)OCCO2)c1ccc(C(C)C)cc1 | -1 | -5 | -0.3 | -7 | -2 | 0.8 | -13 | -1.6 | 69
COc1cc(C=O)ccc1OCCCOc1ccccc1C(=O)O | 1 | 7 | 0.5 | -3 | -5 | 1.4 | 0 | 6.5 | 2
CC(SCc1cn2cc(Cl)ccc2n1)C(=O)O (stereo not drawn) | 2 | 6 | 0.7 | 9 | 27 | 1.2 | -25 | -0.9 | -3
Cc1ccc(NC(=O)CN2C(=O)NC(C)(c3ccc(Cl)cc3)C2=O)cc1S(=O)(=O)N1CCOCC1 (stereo not drawn) | 3 | 21 | 1.2 | 7 | -49 | 0.2 | -14 | 0.4 | 14
CCOC(=O)C1=C(N)OC(CCl)=C(C#N)C1c1ccsc1 (stereo not drawn) | 4 | 3 | 0.8 | -3 | -9 | 0.1 | -7 | -0.8 | -18
Cc1cc(C)nc(SCCn2c(N3CCOCC3)nc3c2c(=O)[nH]c(=O)n3C)n1 | 3 | 1 | 1.2 | 8 | -16 | -0.1 | -14 | 0.1 | -12
O=C(OC1CCCCC1=O)c1ccc(S(=O)(=O)Nc2ccccc2)cc1 (stereo not drawn) | -4 | 26 | 4.0 | 11 | -65 | 7.0 | 8 | -0.3 | -17
C=CCn1c(SCC2CCCCO2)nc2sc(CC)cc2c1=O (stereo not drawn) | . | -36 | -0.2 | -13 | 23 | -1.1 | -9 | -1.4 | 62
CC(C)Cn1c(N)c(S(=O)(=O)c2cccs2)c2nc3ccccc3nc21 | 8 | -3 | -0.5 | 0 | 35 | -0.8 | -14 | 1.1 | 2
COCCCn1c(SCC(=O)NC(C)(C)C)nnc1-c1ccccc1 | 5 | 7 | 0.7 | 11 | 11 | -0.7 | 1 | -1.7 | -6
Cc1cccc(-c2noc(CN(C(=O)CCc3ccccc3)C(C)C)n2)c1 | 14 | -17 | -0.1 | -27 | -10 | 0.4 | -52 | 2.9 | 70*
CCN(C(=O)c1ccccc1)c1ccc([N+](=O)[O-])cc1 | 4 | 5 | 0.0 | 23 | 4 | -0.8 | -9 | 0.7 | 6
OCCN(Cc1ccccc1)Cc1ccc(F)c(F)c1 | 5 | 0 | -0.3 | 9 | 2 | -0.5 | -8 | -0.4 | -21

Reformatted with two lines to a compound: part of the list above
Second line of a record – NPY Y1 blocker, NPY-Y2 PAM-ag, TRPML3 ag, NPY-Y1 PAM-ag, EP2 mod, zfTRPN1 agonist, S1P4 antag, S1P4 agonist, CHOP inhibitor
CC(C)Cn1c(N)c(S(=O)(=O)c2cccs2)c2nc3ccccc3nc21
    8, -3, -0.5, 0, 35, -0.8, -14, 1.1, 2
COCCCn1c(SCC(=O)NC(C)(C)C)nnc1-c1ccccc1
    5, 7, 0.7, 11, 11, -0.7, 1, -1.7, -6
Cc1cccc(-c2noc(CN(C(=O)CCc3ccccc3)C(C)C)n2)c1
    14, -17, -0.1, -27, -10, 0.4, -52, 2.9, 70*
CCN(C(=O)c1ccccc1)c1ccc([N+](=O)[O-])cc1
    4, 5, 0.0, 23, 4, -0.8, -9, 0.7, 6

More results.
SMILES | NPY Y1 blocker | NPY-Y2 PAM-ag | TRPML3 ag | NPY-Y1 PAM-ag | EP2 mod | zfTRPN1 agonist | S1P4 antag | S1P4 agonist | CHOP inhibitor
CCN(CC)c1c([N+](=O)[O-])c(=O)oc2ccccc12 | 0 | -4 | 0.8 | 12 | 25 | 1.1 | -9 | 1.4 | 23
NC(=O)c1ccccc1NS(=O)(=O)c1ccccc1 | 4 | 14 | 0.5 | 12 | 30 | 0.0 | -13 | -2.8 | 5
CCOC(=O)c1c(C)[nH]c2cc(Br)c(O)cc12 | 3 | 8 | -0.6 | -6 | 20 | -1.5 | -10 | -0.2 | 28
COC(=O)c1ccc(CN2CCN(CCC(C)C)C(CCO)C2)cc1 (stereo not drawn) | 3 | 0 | 1.0 | -8 | -28 | -0.9 | -11 | 1.7 | -1
O=C(COC(=O)C1CCC1)Nc1ccccc1Sc1ccccc1 | 6 | 2 | -0.7 | 9 | 47 | -3.2 | -15 | 0.6 | 45
Cc1[nH]c(=O)[nH]c(=O)c1/C=N/NC(=O)[C@@H](NC(=O)OC(C)(C)C)C(C)C | -5 | 7 | 0.6 | 15 | 8 | 1.2 | -6 | -0.1 | -6
CCN(CC)S(=O)(=O)c1ccc(C)c(NC(=O)CN(C)C)c1 | 1 | 7 | 0.7 | -5 | 19 | -0.1 | -10 | -1.4 | 7
Cc1cccc(COc2ccc(/C(O)=C3\C(=O)C(=O)N(CCN(C)C)C3c3ccncc3)cc2)c1 (stereo not drawn) | 0 | 17 | 0.3 | 0 | 31 | 1.7 | 7 | 1.1 | 38
CC1CN(C2CC(C)(C)NC(C)(C)C2)CCC1=O (stereo not drawn) | -8 | 6 | 1.1 | -13 | 4 | 0.6 | -6 | 0.7 | -6
Cc1ccc(C)c(NC(=S)N2CCN(c3cccc(C(F)(F)F)c3)CC2)c1 | 0 | -5 | 0.2 | 15 | 8 | -2.1 | -4 | -1.8 | 55

Entries listed above marked active in CHOP inhibitor.
smiles | NPY-Y2 PAM-ag | TRPML3 ag | NPY-Y1 PAM-ag | EP2 mod | S1P4 antag | S1P4 agonist | CHOP inhibitor
Cc1cccc(-c2noc(CN(C(=O)CCc3ccccc3)C(C)C)n2)c1 | -17 | -0.1 | -27 | -10 | -52 | 2.9 | 70*
